High-throughput results (PubChem BioAssay)
Nrf2 inh: Nrf2 pathway inhibition. 2.1% of 360,000 active. Potency, µM (top dose mostly 46 µM), for the others: top-dose activity change, negative = inhibition, most hits filed as inhibitors. AID 504444. A549 ARE-Fluc reporter, luciferase luminescence, 18-24 h; note: potency is the fitted concentration of half-maximal effect; % is set by controls: 0 for no effect and ±100 for the full control effect; nearly all actives have a fitted effect of over 60% in size
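Two sequential reads on A549 ARE_Fluc cells exposed to compound for 18-24 h: a CellTiter-Fluor fluorescence read for viability, then a luciferase luminescence read for Nrf2/ARE activity.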
TGFb inhibitor: inhibitors of TGF-b signaling; HepG2 CAGA-GFP TGF-b/SMAD3 reporter, GFP fluorescence, 18 h; TGF-beta stimulated, 500 pg/mL final; Potency, µM (series often up to 46.1 µM), for the others: at the highest dose activity, negative = inhibition, usual class: inhibitors; 1.2% of 410,000 active; note: potency is the fitted concentration of half-maximal effect; % is set by controls: 0 for no effect and ±100 for the full control effect; nearly all actives have a fitted effect of over 65% in size
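HEPG2 CAGA-GFP reporter cells (1000/well, DMEM with 1% FBS) received compounds, then recombinant TGF-beta at 500 pg/mL final for 18 hours at 37 degrees C. Per-cell GFP summed per well was normalised to unstimulated and stimulated DMSO controls before curve fitting.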
S2 tox: cell viability loss in ATXN counter-screen. S2 cells (HEK-293 line with an ATXN2-luciferase reporter) viability, CellTiter-Fluor protease fluorescence, 24 h. Potency, µM (titrated, usually from 56.7 µM), usual class: cytotoxic. 0.49% of 400,000 active. AID 651635; note: potency is the fitted concentration of half-maximal effect; nearly all actives have a fitted effect of over 40% in size
Nrf2 activator: activates Nrf2 signaling. AREc32 ARE-luciferase reporter (MCF7-derived line), luminescence, 24 h. Potency, µM (titrated, usually from 46.1 µM), inactives show at the top dose activation, usual class: activators. 0.31% of 410,000 active; note: potency is the fitted concentration of half-maximal effect; % of control where 0% means no effect; nearly all actives have a fitted effect of over 65% in size
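For detection, Steady-Glo was added and plates sat 30 min at RT; before that, AREc32_Fluc cells grown overnight in OPTI-MEM/5% FBS had been treated with 23 nL compound for 24 hr at 37 deg C.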
ATXN2 expr inh: inhibitors of ATXN2 expression; HEK-293 ATXN2-luciferase reporter, luminescence, 24 h; Potency, µM (series often up to 57 µM), without a hit: at the top dose activity change, negative = inhibition, usual class: inhibitors; 0.72% of 360,000 active; AID 1745845; note: potency is the fitted concentration of half-maximal effect; % is set by controls: 0 for no effect and ±100 for the full control effect; nearly all actives have a fitted effect of over 55% in size
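ATXN2-luciferase reporter cells (luciferase flanked by upstream and downstream ATXN2 gene portions) were treated 24 h at 37 °C with compounds at up to 57 uM. SteadyGlo luminescence gave expression; GF-AFC fluorescence gave viability.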
HepG2 viability: kills HepG2 cells in TGF-b inhibitor counter-screen; HepG2 CAGA-GFP viability, ATP luminescence, 18 h; 0.76% of 410,000 active; Potency, µM (series often up to 46.1 µM), without a hit: at the top dose activity change, negative = cytotoxicity, usual class: cytotoxic; note: potency is the fitted concentration of half-maximal effect; some results filed as inactive show a strong effect at the top dose
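CellTiter-Glo luminescence gave cytotoxicity after 18 hours at 37 degrees C. The cells were HepG2 CAGA-GFP in 1% FBS DMEM, stimulated with 500 pg/mL TGF-beta after compound addition. %Activity was normalised to no-cell wells (complete cell-killing) and DMSO (no toxicity), and curves were fitted and classified.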
IL-1B inflam inh: inflammasome signaling inhibition, IL-1 beta readout; 4.7% of 360,000 active; THP-1 LPS/ATP IL-1B secretion, AlphaLISA, 16 h; active compounds read low; activity change, % at 57.5 µM; AID 743279; in the data active = activity change below about -50%; inconclusive = mostly about -30% to -49%; note: % is set by controls: 0 for no effect and ±100 for the full control effect
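Secreted IL-1B measured by AlphaLISA bead assay after 16 h compound exposure of THP-1 cells; compounds (final up to 57.5 uM) added 1 h before LPS (250 ng/mL) and ATP (1.25 mM) stimulation; lower signal means less secretion.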
MCF10A rereplic: inducers of DNA re-replication in MCF 10A breast cells. MCF 10A DNA re-replication, Hoechst nuclear intensity, 48 h. 2.9% of 350,000 active. Potency, µM (top dose mostly 46.1 µM), inactives show top-dose activity, positive = re-replication, hits mostly activators. AID 624296; note: potency is the fitted concentration of half-maximal effect; % of control where 0% means no effect; nearly all actives have a fitted effect of over 50% in size
A549 viability: kills or reduces viability of A549 cells in Nrf2 counter-screen. AID 504648. Potency, µM (titrated, usually from 46 µM), for inactives: top-dose activity change, negative = cytotoxicity, most hits filed as inhibitors. 0.16% of 390,000 active. A549 ARE-Fluc cells, CellTiter-Fluor viability, 18-24 h; note: potency is the fitted concentration of half-maximal effect; % is set by controls: 0 for no effect and ±100 for the full control effect
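Cytotoxicity counterscreen: CellTiter-Fluor fluorescence was measured in A549 ARE_Fluc cells after 18-24 h of compound exposure in a concentration series. The subsequent BugLite luminescent read reports ARE-luciferase activity.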
Active calls of the source: *; [ ] = another dose, or the depositor's remark. Unless noted, calls come from the whole dose curve; as a rule, active = well fitted curve in the direction sought with a large enough effect; inconclusive = small, poorly fitted or top-dose-only effect, or another doubt; inactive = no such curve, though single readings can be large; an effect the other way counts as inactive or inconclusive.

Screening C#CCOCCOCCOCCNc1nc(N2CCN(C(=O)CCCCCCCCCCNC(=O)[C@@H](CCC(=O)O)n3cc(CCCCCN)nn3)CC2)nc(N2CCN(C(=O)CCCCCCCCCCNC(=O)[C@H](CO)n3cc(CCCCCN)nn3)CC2)n1 returned Nrf2 inh 0%, TGFb inhibitor inconclusive, S2 tox inactive, Nrf2 activator -0.3%, ATXN2 expr inh -4%, HepG2 viability -22%, IL-1B inflam inh inconclusive, MCF10A rereplic 20% and A549 viability -3%.
COc1ccc(-c2csc(C3=C(O)CN(Cc4ccc(Cl)cc4)C3=N)n2)cc1OC was read as Nrf2 inh inconclusive, TGFb inhibitor 2%, S2 tox inactive, Nrf2 activator -0.3%, ATXN2 expr inh -13%, HepG2 viability -18%, IL-1B inflam inh -22, MCF10A rereplic inconclusive and A549 viability inconclusive.
Screening CN(CCc1ccccc1)C(=O)c1ccc(NC(=O)Cc2cccc(NC(=O)C3CCN(C(=O)C4CCCC4)CC3)c2)cc1 returned Nrf2 inh -19%, TGFb inhibitor -24%, S2 tox inconclusive, Nrf2 activator 5.1%, ATXN2 expr inh 0%, HepG2 viability -1%, IL-1B inflam inh 22, MCF10A rereplic inconclusive and A549 viability 8%.
For Cc1nc(SCC(=O)c2ccc(Cl)s2)c2oc3ccccc3c2n1 the results were Nrf2 inh 1%, TGFb inhibitor 12%, S2 tox inactive, Nrf2 activator 12%, ATXN2 expr inh 26%, HepG2 viability -1%, IL-1B inflam inh 9, MCF10A rereplic 726%[0.0737 µM] and A549 viability -2%.
For CCOC(=O)NC1(NC2CCCCC2)Oc2ccccc2O1 the results were Nrf2 inh 5%, TGFb inhibitor -10%, S2 tox inactive, Nrf2 activator inconclusive, ATXN2 expr inh 6%, HepG2 viability -32%, IL-1B inflam inh 25, MCF10A rereplic inconclusive and A549 viability inconclusive.
`Cc1nnc(-c2cccc(Br)c2)c2cn(-c3ccccc3)nc12` gave Nrf2 inh -14%, TGFb inhibitor -1%, S2 tox inactive, Nrf2 activator 1.7%, ATXN2 expr inh -6%, HepG2 viability -17%, IL-1B inflam inh inconclusive and MCF10A rereplic inconclusive.
Screening CN1CCN(Cc2cccc3ncccc23)CC1CCO (stereo not given) returned Nrf2 inh -6%, TGFb inhibitor 8%, S2 tox inactive, Nrf2 activator 0.1%, ATXN2 expr inh 1%, HepG2 viability -11%, IL-1B inflam inh -15, MCF10A rereplic 6% and A549 viability 5%.
Screening C=CCN1CN=C(NS(=O)(=O)c2ccc(NC(C)=O)cc2)NC1 returned Nrf2 inh 2%, TGFb inhibitor 19%, S2 tox inactive, Nrf2 activator -0.2%, HepG2 viability 14%, IL-1B inflam inh 14, MCF10A rereplic 1% and A549 viability -3%.
COc1ccc(-c2nc3scc(CCNS(=O)(=O)c4ccc(F)cc4C)n3n2)cc1 was read as TGFb inhibitor 0%, Nrf2 activator 0.2%, HepG2 viability -23% and A549 viability -16%.
`O=C(COc1ccccc1)N(Cc1cccnc1)c1nc2c(F)cc(F)cc2s1` gave TGFb inhibitor 0%, Nrf2 activator 3.9%, HepG2 viability -19% and A549 viability 0%.
For CCc1cc(=O)oc2cc(C)cc(OC(=O)c3ccco3)c12 the results were Nrf2 inh 0%, TGFb inhibitor -24%, S2 tox inactive, Nrf2 activator -0.2%, ATXN2 expr inh 4%, HepG2 viability 0%, IL-1B inflam inh 3, MCF10A rereplic 1% and A549 viability -3%.
`CC(=O)c1ccc(N2CCN(C(C)C(=O)Nc3ccc4c(c3)OCCO4)CC2)cc1` (stereo not given) gave Nrf2 inh 17%, TGFb inhibitor -2%, S2 tox inactive, Nrf2 activator 0.0%, ATXN2 expr inh -35%, HepG2 viability 1%, IL-1B inflam inh -5, MCF10A rereplic -2% and A549 viability 6%.
`Cc1ccc(Cl)cc1NC(=O)CC(O)(C(F)(F)F)C(F)(F)F` gave Nrf2 inh inconclusive, TGFb inhibitor 13µM*, S2 tox inconclusive, Nrf2 activator 3.7%, ATXN2 expr inh inconclusive, HepG2 viability -36%, IL-1B inflam inh -83*, MCF10A rereplic 27% and A549 viability inconclusive.
For O=c1[nH]c(-c2ccc(Cl)cc2)cs1 the results were Nrf2 inh -14%, TGFb inhibitor 7%, S2 tox inactive, Nrf2 activator 5.1%, ATXN2 expr inh 13%, HepG2 viability -9%, IL-1B inflam inh -55*, MCF10A rereplic -31%[inhibitor] and A549 viability 10%.
Screening CC(=O)c1cccc(-n2nnnc2SCC(=O)NNC(=O)C2CCCCC2)c1 returned Nrf2 inh -15%, TGFb inhibitor -5%, S2 tox inactive, Nrf2 activator 0.6%, ATXN2 expr inh 5%, HepG2 viability -3%, IL-1B inflam inh 36, MCF10A rereplic 0% and A549 viability inconclusive.
For CC(=O)Nc1cccc(-c2nnc(SCC(=O)c3cc([N+](=O)[O-])ccc3Cl)o2)c1 the results were Nrf2 inh 0%, TGFb inhibitor -2%, S2 tox inactive, Nrf2 activator 11%, ATXN2 expr inh -2%, HepG2 viability -6% and A549 viability -2%.
COc1ccc(C(C)=O)cc1CS(=O)(=O)CC(=O)NCCc1c[nH]c2ccccc12 was read as Nrf2 inh -1%, TGFb inhibitor 10%, S2 tox inactive, Nrf2 activator 1.1%, ATXN2 expr inh 4%, HepG2 viability 6%, IL-1B inflam inh 16, MCF10A rereplic 2% and A549 viability -4%.
COc1ccc(NC(=O)CN(C)C(=O)CCc2nc3cc(S(=O)(=O)N4CCOCC4)ccc3n2C)cc1 was read as Nrf2 inh 15%, TGFb inhibitor 3%, S2 tox inactive, Nrf2 activator -0.8%, ATXN2 expr inh 0%, HepG2 viability 1%, IL-1B inflam inh -4, MCF10A rereplic 1% and A549 viability -3%.
Screening Cn1c(C(=O)O)c(CC(=O)Nc2ccc3c(c2)OCCO3)c2ccccc21 returned Nrf2 inh inconclusive, TGFb inhibitor 6%, S2 tox inactive, Nrf2 activator 2.6%, ATXN2 expr inh 7%, HepG2 viability 1%, IL-1B inflam inh 13, MCF10A rereplic -1% and A549 viability 6%.
`O=C(c1c2c(nc3ccccc13)C(=O)N(C1CCCCC1)C2)N1CCN(c2ccc(F)cc2)CC1` gave Nrf2 inh 17%, TGFb inhibitor 8%, Nrf2 activator 0.2%, HepG2 viability 0% and A549 viability 1%.
Screening C=CCn1c(-c2ccc(OC)cc2)csc1=Nc1c(C)n(C)n(-c2ccccc2)c1=O returned TGFb inhibitor 5%, S2 tox inactive, Nrf2 activator 2.0%, ATXN2 expr inh -9%, HepG2 viability 1%, IL-1B inflam inh -19, MCF10A rereplic 1% and A549 viability -9%.
For COc1ccccc1CC(=O)N1CCCC(CCC(=O)NCc2ccccc2F)C1 (stereo not given) the results were Nrf2 inh -5%, TGFb inhibitor 0%, S2 tox inactive, Nrf2 activator 0.1%, ATXN2 expr inh -21%, HepG2 viability -26%, IL-1B inflam inh 16, MCF10A rereplic 19% and A549 viability 1%.
Screening COC(C/C=C/[C@H](O)COCc1ccccc1)OC returned Nrf2 inh 14%, TGFb inhibitor 9%, S2 tox inactive, Nrf2 activator 0.2%, ATXN2 expr inh 3%, HepG2 viability 6%, IL-1B inflam inh 14, MCF10A rereplic -16% and A549 viability -4%.
Screening Cc1ccccc1Cn1cc(CCC(=O)N2CCOCC2)c2ccccc21 returned Nrf2 inh -11%, TGFb inhibitor inconclusive, S2 tox inactive, Nrf2 activator -0.7%, ATXN2 expr inh 1%, HepG2 viability -20%, IL-1B inflam inh 31, MCF10A rereplic 12% and A549 viability 2%.
Cc1ccccc1NC(=O)Cc1cccs1 was read as Nrf2 inh 2%, TGFb inhibitor 4%, S2 tox inactive, Nrf2 activator 0.2%, ATXN2 expr inh 14%, HepG2 viability -7%, IL-1B inflam inh -16, MCF10A rereplic -2% and A549 viability -2%.
COc1ccc(/C=N/NC(=O)Nc2cccc3nsnc23)cc1OC was read as Nrf2 inh inconclusive, TGFb inhibitor 18%, S2 tox inactive, Nrf2 activator 2.0%, ATXN2 expr inh -36%, HepG2 viability 2%, IL-1B inflam inh -15, MCF10A rereplic inconclusive and A549 viability -18%.
`COc1ccc(CNC(=O)C2CCCN2C(=O)NC2CCCCC2)cc1` (stereo not given) gave Nrf2 inh 10%, TGFb inhibitor 5%, S2 tox inactive, Nrf2 activator 0.2%, ATXN2 expr inh -6%, HepG2 viability -3%, IL-1B inflam inh 5, MCF10A rereplic 0% and A549 viability -1%.
`Cc1ccc(C(=O)Nc2ccncc2)c(C)c1` gave Nrf2 inh -27%, TGFb inhibitor -13%, S2 tox inactive, Nrf2 activator 0.1%, ATXN2 expr inh -7%, HepG2 viability 8%, IL-1B inflam inh -21, MCF10A rereplic 1% and A549 viability 0%.
For COc1ccc(NC(=O)CC2C(=O)N(c3ccc(C)cc3)C(=O)N2Cc2ccc(C)cc2)cc1 (stereo not given) the results were Nrf2 inh -2%, TGFb inhibitor 0%, S2 tox inactive, Nrf2 activator 0.1%, ATXN2 expr inh 0%, HepG2 viability 1% and A549 viability 3%.

Three structures out of the list, sorted by count of non-hydrogen atoms, rising:
Cc1ccccc1NC(=O)Cc1cccs1 was read as Nrf2 inh 2%, TGFb inhibitor 4%, S2 tox inactive, Nrf2 activator 0.2%, ATXN2 expr inh 14%, HepG2 viability -7%, IL-1B inflam inh -16, MCF10A rereplic -2% and A549 viability -2%.
For CC(=O)Nc1cccc(-c2nnc(SCC(=O)c3cc([N+](=O)[O-])ccc3Cl)o2)c1 the results were Nrf2 inh 0%, TGFb inhibitor -2%, S2 tox inactive, Nrf2 activator 11%, ATXN2 expr inh -2%, HepG2 viability -6% and A549 viability -2%.
Screening C=CCn1c(-c2ccc(OC)cc2)csc1=Nc1c(C)n(C)n(-c2ccccc2)c1=O returned TGFb inhibitor 5%, S2 tox inactive, Nrf2 activator 2.0%, ATXN2 expr inh -9%, HepG2 viability 1%, IL-1B inflam inh -19, MCF10A rereplic 1% and A549 viability -9%.
